Assay outcomes from PubChem.
HIV RNase H inh: HIV-1 RT RNase H inhibitors, primary screen, biochemical, fluorescence; Gag-Pol polyprotein (Human immunodeficiency virus type 1 group M subtype B (isolate …; RT-RNase H RNA/DNA duplex cleavage; inhibition, % at 10 µM; hit rate 1.9% among 65,000; AID 565, 2006; in the data active means inhibition above about 50%
RmlCD inh mix: RmlC and RmlD coupled enzyme inhibitors, primary screen, biochemical, 384-well, compound mixtures, retest; RmlC/RmlD coupled enzyme inhibition, 384-well mixture HTS; inhibition, % at 5.5 µM; hit rate 0.39% among 110,000; AID 1532, 2009; in the data active means inhibition above about 30%, passing the limit was not always enough; inconclusive means no clear call, values can overlap the other calls; further: strong numbers were not always called active
The depositor's hits bear a star; ? = inconclusive; . = no result given; + = active, no number.

1: CN1C(=O)N(C)C(=O)C2(Sc3ccccc3C2=O)C1=O
2: CCCCC1=CC2=CC(=O)C(C)(OC(=O)C3CCCC3)C(=O)C2=CO1 (centres undefined)
3: COc1cc(-c2nc3n(n2)C(c2ccncc2)C(C(N)=O)=C(C)N3)cc(OC)c1OC (centres undefined)
4: Cc1nc2ccc(NC(=O)N3CCCCC3)cc2nc1C
5: Cc1cc(Cl)ccc1OC(C)C(=O)O (centres undefined)
6: O=C(Nc1ccccc1C(F)(F)F)C1CC(=O)N(c2ccccc2F)C1 (centres undefined)

Screen / compound no.,1,2,3,4,5,6
HIV RNase H inh,-5.7,.,-4.8,.,-4.6,-0.5
RmlCD inh mix,+,-39.0,3.3,11.4,-17.0,-16.3

7: COc1ccc2c(c1)-c1c(ssc1=S)C(C)(C)N2
8: C=CCn1c(CSc2nc3ccccc3s2)n[nH]c1=S
9: O=C(CSc1nc2ccccc2c(=O)n1Cc1ccco1)c1ccc(F)cc1
10: c1ccc(-c2cn3cccnc3n2)cc1
11: Cc1cccc(Cn2c(=O)n(Cc3ccco3)c(=O)c3ccccc32)c1
12: COc1cc(/C=N/N(C)c2ccccc2)cc(Cl)c1O

Screen / compound no.,7,8,9,10,11,12
HIV RNase H inh,.,.,9.0,-3.2,-39.7,.
RmlCD inh mix,-15.9,6.3,7.0,70.0*,5.1,-0.1

13: COc1ccc(OC(C)C(=O)N2CCN(c3ccccn3)CC2)cc1 (centres undefined)
14: O=C(Cc1ccc2c(c1)CCCC2)Nc1ccccc1Cl
15: COc1ccc(-c2cc(C(F)(F)F)nc(S(C)(=O)=O)n2)cc1
16: O=C(Nc1ccccc1)N1CC=C(c2ccccc2)CC1
17: CC(=O)N1C(=O)c2cccc3cccc(c23)C(=O)N1C(C)=O
18: C=C1CCN([C@H](C(=O)NCc2ccc(Cl)c(Cl)c2)C(C)C)S(=O)(=O)c2ccccc21

Screen / compound no.,13,14,15,16,17,18
HIV RNase H inh,-5.8,.,.,-8.5,-56.8,.
RmlCD inh mix,-8.2,10.1,18.5,6.0,12.9,-70.3

19: Cc1nn(Cc2c(F)c(F)c(F)c(F)c2F)c(C)c1NC(=O)c1ccc(COc2ccc(F)cc2)o1
20: COC(=O)c1cc(CSc2nc3ccc(C)cc3[nH]2)oc1C
21: N#Cc1ccsc1NC(=O)CSc1nnc(-c2ccccc2)o1
22: Cc1cc(C)n(C(CC(=O)N2CCc3ccccc3C2)C(=O)O)n1 (centres undefined)
23: COCCNS(=O)(=O)c1ccc(F)c(OC)c1
24: COC(=O)c1ccc(COc2ncnc3c(Cl)cc(Cl)cc23)o1

Screen / compound no.,19,20,21,22,23,24
HIV RNase H inh,.,-18.4,.,-3.8,.,-39.7
RmlCD inh mix,7.3,6.7,-7.6,9.1,6.9,5.2

25: O=C(Nc1ccc(Oc2cccnc2)cc1)c1ccccc1F
26: Cc1ccc(N=Nc2c(N)[nH]n3c(=O)cc(-c4ccccc4)nc23)cc1
27: CCOC(=O)c1c(C)c(C(=O)NCCN2CCOCC2)c(C)n1C
28: CC1CCCN(S(=O)(=O)c2ccc(S(=O)(=O)NC(C)c3cccs3)cc2)C1 (centres undefined)
29: Cc1ccc2ncc(NC(=O)c3ccc(F)cc3)c(=O)n2c1
30: CCc1ccc(N/C(SCc2ccccc2C)=C(/C#N)C(=O)NCc2ccco2)cc1

Screen / compound no.,25,26,27,28,29,30
HIV RNase H inh,.,.,-2.0,.,.,.
RmlCD inh mix,8.7,-2.8,-8.0,-8.9,-10.5,6.3

31: Cc1[nH]nc2c1C(=O)CC(C)(C)C2
32: CN(Cc1ccccc1)C(=O)C1CCCN(Cc2ccc(Cl)cc2)C1 (centres undefined)
33: CCN(CC)CCOC(=O)c1ccc(NC(=O)CCNC(=O)Cn2ccc3ccccc3c2=O)cc1
34: COC(=O)C1(C(=O)OC)NOC2C(=O)N(c3ccc(Cl)cc3Cl)C(=O)C21 (centres undefined)
35: CCCCS(=O)(=O)NC1=NCN(Cc2ccco2)CN1
36: CCOC(=O)CN1C(=O)N(CC)C(C)=C(C(=O)OC)[C@@H]1c1ccccc1

Screen / compound no.,31,32,33,34,35,36
HIV RNase H inh,-5.4,.,-4.9,.,31.1,.
RmlCD inh mix,-5.5,-10.6,0.7,-3.1,-13.3,16.1

37: Cc1oc(-c2cc(Cl)ccc2Cl)cc1-c1nn2c(C)nnc2s1
38: COc1cc(NC(=O)Cc2ccccc2OC)cc(OC)c1
39: COc1cc2nc(C3CCC3)n(NC(=O)C3CCC3)c(=O)c2cc1OC
40: O=C(CNS(=O)(=O)c1ccc(Br)s1)NCc1ccc2c(c1)OCO2
41: CC1=CC(C)(C)N(C(=O)CSc2nnc(-c3ccccc3)o2)c2ccc(C)cc21
42: Cc1cc(C)c(C#N)c(Oc2ccc(O)cc2)n1

Screen / compound no.,37,38,39,40,41,42
HIV RNase H inh,-14.2,-9.3,.,-16.0,-49.5,-18.4
RmlCD inh mix,.,10.6,-7.0,11.2,15.8,5.0

Whole records, quoted from the list.
Record of O=C(CNS(=O)(=O)c1ccc(Br)s1)NCc1ccc2c(c1)OCO2 = HIV RNase H inh: -16.0; RmlCD inh mix: 11.2
Record of Cc1cc(C)c(C#N)c(Oc2ccc(O)cc2)n1 = HIV RNase H inh: -18.4; RmlCD inh mix: 5.0

New compounds follow:
43: COc1cc(NC(=O)c2c(-c3ccccc3Cl)noc2C)c2ncccc2c1
44: Cc1ccsc1C1C=C(c2cccc(Br)c2)Nc2ncnn21 (centres undefined)
45: COc1ccc(C)cc1NC(=O)NC1CCN(Cc2ccccc2)CC1
46: CCC(CC)C(=O)c1c[nH]c(C(=O)NCCCn2ccnc2)c1
47: CN1CCc2cc3c(c4c2[C@H]1[C@H](O)c1ccccc1-4)OCO3
48: COc1ccc(-c2noc(CN(C(=O)C(C)(C)C)C(C)C)n2)cc1

Screen / compound no.,43,44,45,46,47,48
HIV RNase H inh,-16.9,-7.4,-9.0,.,.,0.6
RmlCD inh mix,.,10.5,4.4,8.6,-9.1,6.3

49: CC(C)[C@H](NC(=O)CCn1nnc2ccccc2c1=O)C(=O)O
50: COCC(C)n1c(C)cc(C(=O)COC(=O)c2oc3ccccc3c2C)c1C (centres undefined)
51: CC(=O)Oc1cccc2c1C(=O)c1c(OC(C)=O)cc(C(=O)O)cc1C2=O
52: Cc1ccc2nc(-c3ccc(NS(C)(=O)=O)cc3)cc(-c3ccccc3)c2c1
53: CCOc1cc(NC(=S)NCC(C)C)c(OCC)cc1NC(=O)c1cccs1
54: COc1ccc(O)c2c(=O)c3c(OC)cc4c(c3oc12)C1C=COC1O4 (centres undefined)

Screen / compound no.,49,50,51,52,53,54
HIV RNase H inh,-8.9,-10.2,18.5,.,.,.
RmlCD inh mix,-11.4,6.8,-11.0,-39.5,3.6,15.0

55: CCOC(=O)C(NC(C)=O)(Nc1ccc(S(=O)(=O)Nc2onc(C)c2C)cc1)C(F)(F)F (centres undefined)
56: COCCSc1ccccc1C(=O)Nc1nccs1
57: Cc1ccccc1C(=O)N(C)Cc1ccccc1
58: CC(=O)Nc1cccc(NS(=O)(=O)Cc2ccc(Cl)cc2)c1
59: O=S(=O)(Nc1ccccn1)c1ccc(Oc2ccccc2)cc1
60: O=C(O)CCCNC(=O)c1cncc(O)c1

Screen / compound no.,55,56,57,58,59,60
HIV RNase H inh,-1.5,45.8,-7.9,1.0,-5.9,.
RmlCD inh mix,-21.1,-1.5,0.8,10.4,-3.9,4.2

61: CCOC(=O)Cc1csc(NC(=O)CSc2nc3cccnc3n2CC)n1
62: COC(=O)c1ccc(OCC(=O)Nc2nn(-c3ccccc3)nc2C(N)=O)cc1
63: COc1ccc(C(CC(=O)O)NS(=O)(=O)c2ccc(C)cc2)cc1OC (centres undefined)
64: Cc1ccc(N2CC(C(N)=O)CC2=O)cc1 (centres undefined)
65: CN1CCN(S(=O)(=O)c2cccc(S(=O)(=O)c3ccc(Cl)c(Cl)c3)c2)CC1
66: O=C(Nc1ccccc1)/C(=C/c1ccccc1)c1ccccc1

Screen / compound no.,61,62,63,64,65,66
HIV RNase H inh,-7.1,-60.5,-6.8,-5.7,-11.7,.
RmlCD inh mix,.,-13.8,-3.1,1.2,-18.8,-0.9

67: O[C@@H]([C@H](O)[C@H](O)CBr)[C@H](O)CBr
68: CC(=O)Nc1ccc(S(=O)(=O)Nc2nc(C)cc(-n3nc(C)cc3C)n2)cc1
69: CCOc1cc(S(=O)(=O)N2CCN(Cc3ccccc3)CC2)ccc1Br
70: c1cnc(Oc2ccc(-c3nnco3)cc2)cn1
71: COc1ccc2[nH]c(=O)c(CN(CCN3CCCC3)C(=O)Nc3ccccc3Cl)cc2c1
72: Cc1cccc2c(SCC(=O)NCC3CCCO3)nc(-c3ccc(F)cc3)nc12 (centres undefined)

Screen / compound no.,67,68,69,70,71,72
HIV RNase H inh,.,-6.0,-7.1,-1.2,5.7,.
RmlCD inh mix,0.9,-18.2,-8.9,-281.2,0.7,-13.9

73: CCCCCCOC(=O)CCn1[nH]c(=O)c2ccccc2c1=O
74: O=C(N/N=C/c1cc2ccccc2nc1Cl)/C(=C/c1cccs1)NC(=O)c1ccccc1
75: Cc1nn(C)c(C)c1S(=O)(=O)N1CCC(C(=O)Nc2ccc3c(c2)OCCO3)CC1
76: Cn1nc(-c2ccccc2)c(C(O)c2ccccc2C(F)(F)F)c1Cl (centres undefined)
77: CCOc1ccc2nc(SCC(=O)c3ccc(Cl)s3)sc2c1
78: Cc1nn(CC(O)COc2ccc3c(c2)CCC3)c(C)c1Br (centres undefined)

Screen / compound no.,73,74,75,76,77,78
HIV RNase H inh,-8.1,.,-8.3,.,.,.
RmlCD inh mix,3.0,?,16.6,-81.2,28.0,10.7

Of the compounds above, these have a CF3 group:
6: O=C(Nc1ccccc1C(F)(F)F)C1CC(=O)N(c2ccccc2F)C1 (centres undefined)
15: COc1ccc(-c2cc(C(F)(F)F)nc(S(C)(=O)=O)n2)cc1
55: CCOC(=O)C(NC(C)=O)(Nc1ccc(S(=O)(=O)Nc2onc(C)c2C)cc1)C(F)(F)F (centres undefined)
76: Cn1nc(-c2ccccc2)c(C(O)c2ccccc2C(F)(F)F)c1Cl (centres undefined)

Screen / compound no.,6,15,55,76
HIV RNase H inh,-0.5,.,-1.5,.
RmlCD inh mix,-16.3,18.5,-21.1,-81.2

Next section:
79: CC(=O)c1ccc(NC2OC(C)C(O)C(O)C2O)cc1 (centres undefined)
80: COc1ccc2nc(C(F)(F)C(F)(F)F)c(C#N)c(N)c2c1
81: CCOc1ccc(NS(=O)(=O)c2ccc3[nH]cc(C(=O)NC(C)CC)c(=O)c3c2)cc1 (centres undefined)
82: O=C(CNC(=O)c1ccco1)NCCCc1ccccc1
83: COC(=O)C[C@]1(C(=O)OC)CN(C#N)N(c2ccc(Cl)cc2)C12c1ccccc1-c1ccccc12
84: Cc1nc2ccccc2c(=O)n1-n1cnnc1

Screen / compound no.,79,80,81,82,83,84
HIV RNase H inh,2.4,.,0.0,-1.3,.,0.9
RmlCD inh mix,6.4,-17.4,.,6.2,3.8,-5.3

85: Cc1csc(NC(=O)CSCC(=O)Nc2ccccc2)n1
86: CCOC(=O)Cn1nnnc1CN(Cc1ccc(OC)cc1)Cc1cc2cc(C)cc(C)c2[nH]c1=O
87: CCOC(=O)C[C@H]1c2ccc(C(F)(F)F)cc2S(=O)(=O)N1Cc1ccccc1
88: CCCC[C@@H]1CCCO[C@@](C(=O)NCc2ccc(C)o2)(C(F)(F)F)C1
89: Cc1ccc(CCNC(=O)C2CC(c3ccccc3C(F)(F)F)=NO2)cc1 (centres undefined)
90: COCc1nnc(NC(=O)c2ccc(S(=O)(=O)N(C)c3ccccc3)cc2)o1

Screen / compound no.,85,86,87,88,89,90
HIV RNase H inh,5.1,0.8,.,.,.,7.0
RmlCD inh mix,-44.4,-4.4,-10.7,1.1,2.3,1.2

91: O=c1c(-c2ccnn2-c2ccccc2F)cnc2n1CCS2
92: Cc1cccc(NC(=O)c2sc3nc4c(c(-c5ccco5)c3c2N)CCC4)c1
93: O=C(CSc1nnc(Cn2cnc3ccccc32)o1)c1ccccc1
94: CCn1c(C(O)c2ccc(C)cc2)nc2ccccc21 (centres undefined)
95: CC(NS(=O)(=O)c1ccc(F)cc1)C(c1cccs1)N1CCOCC1 (centres undefined)
96: CCOC(=O)C1CCN(S(=O)(=O)c2ccc(OCC(=O)OC)cc2)CC1

Screen / compound no.,91,92,93,94,95,96
HIV RNase H inh,.,.,-18.7,-12.0,.,1.4
RmlCD inh mix,-6.2,20.3,11.8,-6.6,1.5,5.5

97: CC(C)CC(c1nnnn1C(C)C)N1CCN(c2cccc(Cl)c2)CC1 (centres undefined)
98: O=C(C1COc2ccccc2O1)N1CCc2ccccc2C1 (centres undefined)
99: CCn1cc(CN(C)C(=O)CSc2nc(-c3ccco3)cc(C(F)(F)F)n2)c(C)n1
100: COc1ccc(CCNC(=O)CSCc2ccc(C)cc2)cc1OC
101: CC1(C)Cc2ccccc2-c2nc(CN3CCOCC3)[nH]c(=O)c21
102: CCOC(=O)C1=C(C)N=c2s/c(=C/c3ccco3)c(=O)n2C1c1cccc(OC)c1 (centres undefined)

Screen / compound no.,97,98,99,100,101,102
HIV RNase H inh,8.5,.,-6.6,.,-12.5,3.0
RmlCD inh mix,-21.6,-14.8,3.5,-24.0,2.2,31.5

Only part of the results is shown (hit frequency here may not be typical).
